Pf apPOL inh: Pf-apPOL DNA polymerase inhibition. Recombinant Pf-apPOL, molecular beacon fluorescence, 1.5 h. inhibition, % at 10 µM. 0.25% of 210,000 active
mHTT CaM bind: disrupts binding of mutant huntingtin to calmodulin | 3.6% of 190,000 active | P42858 | inhibition, % at 15 µM | AlphaScreen His-mHTT/GST-CaM binding, luminescence;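 note: 0% = both proteins with DMSO and 100% = one protein alone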
Target sequence (P42858 whole entry, looked up, stated change not applied): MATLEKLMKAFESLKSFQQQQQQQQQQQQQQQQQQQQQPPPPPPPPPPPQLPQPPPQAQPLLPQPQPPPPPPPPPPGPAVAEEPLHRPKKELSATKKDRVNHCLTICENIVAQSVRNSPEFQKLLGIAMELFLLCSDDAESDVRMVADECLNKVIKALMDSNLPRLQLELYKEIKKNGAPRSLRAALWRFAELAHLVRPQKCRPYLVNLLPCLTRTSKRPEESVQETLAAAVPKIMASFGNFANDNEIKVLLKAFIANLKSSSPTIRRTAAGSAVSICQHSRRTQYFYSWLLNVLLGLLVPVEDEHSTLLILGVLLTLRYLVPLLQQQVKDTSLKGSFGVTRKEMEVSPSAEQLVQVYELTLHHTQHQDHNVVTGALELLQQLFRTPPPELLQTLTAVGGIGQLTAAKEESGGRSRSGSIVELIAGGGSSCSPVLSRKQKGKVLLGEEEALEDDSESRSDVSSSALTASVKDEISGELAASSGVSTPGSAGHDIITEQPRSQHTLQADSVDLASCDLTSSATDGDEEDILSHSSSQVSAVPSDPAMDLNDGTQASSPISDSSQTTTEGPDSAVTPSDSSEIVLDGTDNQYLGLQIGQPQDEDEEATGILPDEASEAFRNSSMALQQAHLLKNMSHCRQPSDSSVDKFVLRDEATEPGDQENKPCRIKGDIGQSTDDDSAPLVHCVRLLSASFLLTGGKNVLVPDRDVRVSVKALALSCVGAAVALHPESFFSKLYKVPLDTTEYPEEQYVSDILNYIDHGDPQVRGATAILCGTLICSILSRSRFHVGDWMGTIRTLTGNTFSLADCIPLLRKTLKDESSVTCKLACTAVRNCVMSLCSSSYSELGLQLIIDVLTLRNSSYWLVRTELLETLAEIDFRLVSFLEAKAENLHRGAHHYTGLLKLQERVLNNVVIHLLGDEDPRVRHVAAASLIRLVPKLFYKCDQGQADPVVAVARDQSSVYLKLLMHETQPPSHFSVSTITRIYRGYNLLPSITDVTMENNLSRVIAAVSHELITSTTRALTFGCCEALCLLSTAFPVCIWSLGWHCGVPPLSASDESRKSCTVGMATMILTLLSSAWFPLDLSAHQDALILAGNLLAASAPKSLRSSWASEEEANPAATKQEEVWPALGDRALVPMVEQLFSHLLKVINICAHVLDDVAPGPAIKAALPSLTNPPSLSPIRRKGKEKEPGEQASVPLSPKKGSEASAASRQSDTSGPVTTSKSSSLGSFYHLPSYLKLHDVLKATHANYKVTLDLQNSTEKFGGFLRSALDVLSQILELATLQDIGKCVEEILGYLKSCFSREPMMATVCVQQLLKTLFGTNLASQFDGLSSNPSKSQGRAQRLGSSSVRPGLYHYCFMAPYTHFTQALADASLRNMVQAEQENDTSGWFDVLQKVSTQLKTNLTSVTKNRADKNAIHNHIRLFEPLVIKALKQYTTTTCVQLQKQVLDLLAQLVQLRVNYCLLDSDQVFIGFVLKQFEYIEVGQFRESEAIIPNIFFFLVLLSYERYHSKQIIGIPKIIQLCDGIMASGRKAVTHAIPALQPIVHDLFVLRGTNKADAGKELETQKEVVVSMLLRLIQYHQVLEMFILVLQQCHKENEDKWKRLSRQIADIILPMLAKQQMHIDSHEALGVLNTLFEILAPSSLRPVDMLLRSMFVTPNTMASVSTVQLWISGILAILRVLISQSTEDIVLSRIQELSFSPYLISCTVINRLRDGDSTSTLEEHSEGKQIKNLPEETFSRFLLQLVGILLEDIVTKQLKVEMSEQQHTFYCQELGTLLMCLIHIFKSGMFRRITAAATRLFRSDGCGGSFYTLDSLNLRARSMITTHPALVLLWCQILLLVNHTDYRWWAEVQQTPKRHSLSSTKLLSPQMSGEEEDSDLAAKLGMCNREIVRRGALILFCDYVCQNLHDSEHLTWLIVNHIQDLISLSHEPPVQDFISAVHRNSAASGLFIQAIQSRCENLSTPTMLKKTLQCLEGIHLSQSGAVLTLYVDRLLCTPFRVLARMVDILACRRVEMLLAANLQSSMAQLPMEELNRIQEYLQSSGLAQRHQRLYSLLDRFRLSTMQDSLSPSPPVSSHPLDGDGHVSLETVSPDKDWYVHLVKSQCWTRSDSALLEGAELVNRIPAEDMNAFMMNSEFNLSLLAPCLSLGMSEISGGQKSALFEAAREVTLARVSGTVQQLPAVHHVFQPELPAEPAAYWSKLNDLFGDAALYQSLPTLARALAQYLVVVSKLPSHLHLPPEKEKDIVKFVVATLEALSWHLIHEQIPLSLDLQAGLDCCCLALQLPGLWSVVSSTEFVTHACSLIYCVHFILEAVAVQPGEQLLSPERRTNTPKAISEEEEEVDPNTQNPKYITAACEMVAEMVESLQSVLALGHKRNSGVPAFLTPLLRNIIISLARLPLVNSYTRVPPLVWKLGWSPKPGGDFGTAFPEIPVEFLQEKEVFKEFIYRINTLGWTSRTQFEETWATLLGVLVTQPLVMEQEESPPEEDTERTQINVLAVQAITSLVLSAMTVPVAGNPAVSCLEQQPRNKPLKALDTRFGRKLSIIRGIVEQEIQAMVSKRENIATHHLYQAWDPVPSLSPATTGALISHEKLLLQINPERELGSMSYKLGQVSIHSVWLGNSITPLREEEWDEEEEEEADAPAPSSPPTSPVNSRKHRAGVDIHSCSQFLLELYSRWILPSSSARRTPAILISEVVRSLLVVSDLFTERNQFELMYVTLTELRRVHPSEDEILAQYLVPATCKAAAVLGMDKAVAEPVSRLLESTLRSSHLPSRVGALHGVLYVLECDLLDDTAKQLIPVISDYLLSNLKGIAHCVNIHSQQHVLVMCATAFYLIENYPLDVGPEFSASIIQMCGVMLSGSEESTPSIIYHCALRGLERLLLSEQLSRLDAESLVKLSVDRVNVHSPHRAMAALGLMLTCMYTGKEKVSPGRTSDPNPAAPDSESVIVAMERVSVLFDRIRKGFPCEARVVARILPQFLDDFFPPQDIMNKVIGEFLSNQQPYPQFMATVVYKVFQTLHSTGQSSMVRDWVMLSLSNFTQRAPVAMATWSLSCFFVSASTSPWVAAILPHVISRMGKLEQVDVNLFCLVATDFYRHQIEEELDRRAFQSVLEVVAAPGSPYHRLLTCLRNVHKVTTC
* = called active by the depositor; · = not tested or not shown; & = joins results of further samples. Cut-off read from the data, not from the text of the source: active = inhibition above about 50%; inactive = the rest.

no.	Molecule	Pf apPOL inh	mHTT CaM bind
1	Cc1cccc(C2=NN(c3ccccc3)[C@@H](C(=O)N3CCOC3=O)[C@@H]2c2ccc(F)cc2)c1	-5	-17
2	COc1cccc(-c2cn3ccn(-c4ccc(C(C)C)cc4)c(=O)c3n2)c1	0	-7
3	COc1cccc(C=Nc2ccc(S(=O)(=O)Nc3ccccn3)cc2)c1OC	-4	2
4	Cc1ccc(NC(=O)c2ccn(C(=O)Nc3ccccc3)n2)c(C)c1	0	-3
5	CCOC(=O)COc1ccc2c(c1)OC(=Cc1cc(Br)ccc1OC)C2=O	-5	0
6	COc1ccc(CN2CCN(C)CC2)cc1OCc1ccccc1	-2	-2
7	Cc1c(-c2csc(CS(=O)(=O)C(C)(C)C)n2)sc2ccccc12	-13	·
8	Cc1ccc(S(=O)(=O)N2CC=C(c3cn(C)c4ncccc34)CC2)cc1	-7	4

no.	Molecule	Pf apPOL inh	mHTT CaM bind
9	O=C(NC1CCCC1)C1CSCCS(=O)(=O)N1Cc1ccc(F)cc1 (stereo not drawn)	-4	-3
10	C=CCn1c(NC(=O)c2ccccc2)nc2ccccc21	1	54*
11	CC(C)COc1ccc(C(=O)Nc2cccc(NC(=O)c3ccccc3)c2)cc1	-5	-1
12	CC1C/C(=C/c2ccco2)C(C)N(C)C1 (stereo not drawn)	·	5
13	O=C(NCCN1CCCCC1)c1ccc2ncnc(N3CCCC3)c2c1	-3	-4
14	Cc1ccc(C)c(S(=O)(=O)N=C(c2ccc(Cl)cc2)N(C)C)c1	-2	8
15	COc1ccc(CNC(=O)CC2N=C3c4ccccc4N=C(SCC(N)=O)N3C2=O)cc1 (stereo not drawn)	-2	7
16	COCCNC(=O)C(=O)NCC(c1ccco1)N1CCN(c2ccccc2F)CC1 (stereo not drawn)	-1	6

no.	Molecule	Pf apPOL inh	mHTT CaM bind
17	O=C(COc1ccccc1)Nc1ccn(-c2ccccc2)n1	5	3
18	COc1cccc(N2COc3cc(C)c(Cl)c(C)c3C2)c1	-4	98*
19	CS(=O)(=O)c1ccc2nc(NC(=O)CCc3ccccc3)sc2c1	1&-8	15&0
20	COc1ccc(C2CC(c3cccc(Br)c3)n3nc(N)nc3N2)cc1 (stereo not drawn)	-3	2
21	O=C1NC(=Nc2ccccc2)S/C1=C/c1ccccc1F	6	2
22	CSc1ccc(C=Nc2ccc(Cl)cc2Cl)s1	-19	·
23	Cc1cc(F)ccc1NC(=O)c1cn2c(n1)CCCC2	-2	-6
24	O=C(NCC(O)c1cccc2ccccc12)c1ccc2nsnc2c1 (stereo not drawn)	-8	-4

no.	Molecule	Pf apPOL inh	mHTT CaM bind
25	Cc1ccc(NC(=O)N2CCC(n3cnc4cc(Cl)ccc4c3=O)CC2)cc1F	-8	-2
26	CCn1nc(C(=O)Nc2cccc(NS(C)(=O)=O)c2)cc1C	-4	-13
27	Cc1cccc(C2=N/C(=C\c3coc4ccccc4c3=O)C(=O)O2)c1	-8	3
28	Cc1ccc(-n2c(SCc3ccc(Cl)cc3)nc3[nH]ncc3c2=O)cc1	-16	20
29	COc1cc(OC)c2ccc(=O)oc2c1C(CCN1CCCCC1)c1ccc(N(C)C)cc1 (stereo not drawn)	-12	42
30	Cc1cc(C)cc(NC(=O)C2CCCN(c3nnc4ccccn34)C2)c1 (stereo not drawn)	2	-3
31	Cc1[nH][nH]c(=O)c1C(c1ccco1)c1c(C)[nH][nH]c1=O	4	5
32	COc1ccccc1C(=O)N1CCCC1COc1ccc(C(=O)NC2CC2)cc1 (stereo not drawn)	1	-6

no.	Molecule	Pf apPOL inh	mHTT CaM bind
33	COCCNC(=O)C1CCN(C(=O)c2nnn3c2COC(c2ccc(C)cc2)C3)CC1 (stereo not drawn)	2	2
34	CC(C)c1nnc(NC(=O)c2cccc([N+](=O)[O-])c2)s1	-6	3
35	O=C(NC(=O)c1ccccc1)NC(F)(F)C(F)(F)C(F)(F)F	-5	·
36	COc1cccc(C=NNC(=O)C2CCCN(C(=S)NNC3CC4C=CC3C4)CC2)c1O (stereo not drawn)	-2	·
37	Cc1oc(C2CCN(C(=O)Cc3ccccc3Cl)CC2)nc1C(=O)N(C)C	-9	2
38	CC(NS(=O)(=O)c1ccc(Cl)c(C(F)(F)F)c1)C(=O)O (stereo not drawn)	-8	2
39	O=c1[nH]c2ccccc2c(O)c1C=NCc1ccccc1	-3	·
40	Cc1ccc(NC(=O)N2CCCC2c2nc(-c3ccc(F)cc3F)no2)cc1 (stereo not drawn)	8	1

no.	Molecule	Pf apPOL inh	mHTT CaM bind
41	CC(=NO)c1ccc(Sc2ccccc2)cc1	-2	·
42	COc1cc(CNC(=O)c2cn3c(n2)CCCC3)cc(OC)c1	-13	-1
43	Cn1cc(SCC(=O)Nc2ccc(F)cc2)c2ccccc21	0	5
44	CCn1ncc(NC(=O)c2ccc(F)cc2)c(N2CCCCC2)c1=O	0	-5
45	Cc1ccc(-c2nc3c4cnn(-c5ccccc5)c4ncn3n2)cc1	-8	-7
46	COCC(=O)N1CCCN(c2nc3c(s2)c(C)nn3-c2ccc(F)cc2)CC1	4	23
47	Cc1ccc([N+](=O)[O-])cc1NC(=O)C(=O)NCc1ccccn1	-2	-6
48	O=C(CSc1nc2ccccc2c(=O)n1-c1cccnc1)c1cccs1	-4	·

no.	Molecule	Pf apPOL inh	mHTT CaM bind
49	O=C(SCc1cccc(C(F)(F)F)c1)c1ccc(Cl)c(Cl)c1	3	·
50	Cc1cc(C)cc(N2CCC(NC(=O)CC(C)(C)C)C2=O)c1 (stereo not drawn)	-1	-2
51	O=C(c1ccoc1)N1CCc2nc3cc(-c4ccccc4Cl)[nH]n3c(=O)c2C1	2	-2
52	CCCCCCCCCCCCN1C/C(=C\C(=O)OCC)c2cc(C(F)(F)F)ccc2S1(=O)=O	3	-24
53	O=C(CSc1nnc(COc2ccc3c(c2)CCCC3)o1)Nc1cccc(Cl)c1Cl	-11	-13
54	N#CC1=C(N)OC(c2ccccc2)=C(Sc2ccc([N+](=O)[O-])cc2)C1c1cccnc1 (stereo not drawn)	-8&-1	5&23
55	COc1ccc(NC(=O)C2(N(C(=O)CNC(C)=O)c3ccc(C)cc3)CCCCC2)cc1	-8	31
56	CCN(CC)/C(=C\C(=O)c1ccc([N+](=O)[O-])cc1)c1ccccc1	-8	9

no.	Molecule	Pf apPOL inh	mHTT CaM bind
57	COc1ccc(CN2COc3ccc4c(c3C2)OC(=Cc2ccco2)C4=O)cc1	-6	51*
58	Clc1ccc(SCCOCCN2CCOCC2)cc1	-10	-4
59	CC(C)C(=O)N(C)CC(=O)N1N=C(c2ccc(F)cc2)CC1c1ccccc1 (stereo not drawn)	-3	17
60	NC(=Nc1nc2ccccc2o1)NC(=O)c1ccc([N+](=O)[O-])c(Cl)c1	-12	9
61	CS(=O)(=NC=C(C#N)C(=O)c1ccc(Cl)cc1)c1ccc(C(F)(F)F)cn1 (stereo not drawn)	2	·
62	CC(C)N1C(=O)Cc2ccccc2C1C(=O)NCc1ccc(Cl)cc1 (stereo not drawn)	0	11
63	O=C(Nc1cccc(OC(F)(F)F)c1)c1ccc(Br)o1	-1	-12
64	Cc1cc(C)n2nc(CC(=O)NC3CCCCC3C)nc2n1 (stereo not drawn)	-14	31

no.	Molecule	Pf apPOL inh	mHTT CaM bind
65	c1ccc(N2CCN(c3ncnc4c3oc3ccccc34)CC2)cc1	-18	7
66	CCCn1ccc2oc(C)c(C(=O)N3CCN(C4CCCCC4)CC3)c2c1=O	3	37
67	O=c1cc(CN2CCN(c3ccccc3)CC2)nc(-c2ccccc2)[nH]1	-5	-2
68	COc1cc([N+](=O)[O-])cc(CN2CCN(CCO)CC2)c1O	2	5
69	Cc1ccccc1NC(=O)c1cc(C)n2nc(-c3ccsc3)cc2n1	-4	-10
70	Cc1oc2ccn(Cc3cccc(F)c3)c(=O)c2c1C(=O)N1CCN(C(C)C)CC1	-3	-10
71	O=C(CN1C(=O)NC2(CCCCC2)C1=O)Nc1ccc(Cl)cc1	-5	2
72	Cc1ccccc1CC(=O)N1CCC(c2nc(C(=O)N3CCOCC3)c(C)o2)CC1	-2	5

no.	Molecule	Pf apPOL inh	mHTT CaM bind
73	CCC(NS(=O)(=O)c1ccc(C)cc1)C(=O)NC1CCCC(C)C1C (stereo not drawn)	-4	-15
74	O=C(NCCCN1CCCc2ccccc21)C1CCN(c2nnc3ccccn23)CC1	2	24
75	Cc1cc(-c2nnc(NC(=O)c3cnccn3)o2)c(C)o1	-3	28
76	O=S(=O)(CCc1ccccc1)NCCN1CCN(c2ccccc2F)CC1	-10	-11
77	CNC(=O)c1n[nH]c2c1CN(C(C)(C)C)CC2	0	-7
78	Cc1ccc(C)c2sc(N(C)CC(=O)Nc3ccc(S(C)(=O)=O)cc3)nc12	-2	16
79	O=C(Nc1ccccc1)c1ccccc1OCC(O)Cn1cnc2ccccc21 (stereo not drawn)	2	23
80	CCN1c2cc(C)ccc2-n2cccc2C12CCN(C(=O)NCc1cccc(OC)c1)CC2	2	34

Record cards, from the list above. Order of values: Pf apPOL inh, mHTT CaM bind
O=C(Nc1ccccc1)c1ccccc1OCC(O)Cn1cnc2ccccc21 (stereo not drawn) across the screens: 2, 23
CCN1c2cc(C)ccc2-n2cccc2C12CCN(C(=O)NCc1cccc(OC)c1)CC2 across the screens: 2, 34

More results follow.
no.	Molecule	Pf apPOL inh	mHTT CaM bind
81	O=c1ccc(S(=O)(=O)N2CCCCCC2)cn1Cc1ccccc1F	0	1
82	O=C(c1ccoc1)N1CCC(OCc2nc(-c3cnccn3)no2)CC1	0	-1
83	COc1ccccc1CNC(=O)c1cn2ccccc2n1	-3	-4
84	COc1ccc(NC(=O)C(C)N(c2ccccc2)S(C)(=O)=O)cc1OC (stereo not drawn)	-11	0
85	Cc1oc(C)c(S(=O)(=O)N(C)C)c1C(=O)NCCc1c[nH]c2ccccc12	-4	0
86	COC(=O)C1CN(C2CC2)CCS(=O)(=O)N1Cc1cn(Cc2ccccc2)nn1 (stereo not drawn)	-5	-2
87	CCCCN1C(=O)c2ccccc2CC1(C)C(=O)NCc1ccc(OC)cc1 (stereo not drawn)	0	-5
88	Clc1ccc(OCCSc2ncccn2)cc1	-4	-48

no.	Molecule	Pf apPOL inh	mHTT CaM bind
89	CN(CC(=O)NCc1ccncc1)S(=O)(=O)c1ccc(Cl)cc1	-3	-1
90	CCOc1ccccc1S(=O)(=O)N1CC2CC1C(=O)O2 (stereo not drawn)	-1	-7
91	COc1ccc(NC(=O)OCCN2CCN(Cc3ccccc3)CCC2=O)cc1	-11	-2
92	CCn1c(C2CCN(C(=O)NCc3ccco3)C2)nc2cccnc21 (stereo not drawn)	2	8
93	CCCc1cc(C2CCCN2C(=O)Nc2ccc(F)c(Cl)c2)no1 (stereo not drawn)	0	-8
94	CC1CN=C2C=C(N3CCN(C(=O)Nc4ccc(Cl)cc4F)CC3)N=CN21 (stereo not drawn)	0	2
95	COc1cc(OC)c2ccc(=O)oc2c1C(CC(=O)N1CCN(c2ccccc2)CC1)c1ccc2c(c1)OCO2 (stereo not drawn)	-4	70*
96	COc1ccccc1C(O)Cn1cc(C(=O)NC(C)c2cccnc2)nn1 (stereo not drawn)	-4	-14

no.	Molecule	Pf apPOL inh	mHTT CaM bind
97	CCc1ccccc1N1CCN(C(=O)CC(C)(C)C)C(C)C1=O (stereo not drawn)	9	-3
98	O=C(NCc1ccco1)C1C2C=CC3(CN(Cc4cccnc4)C(=O)C13)O2 (stereo not drawn)	-1	3
99	COc1cc(NC(=O)CSc2ncc(-c3cccc(Cl)c3)o2)cc(OC)c1OC	0	3
100	CCC(C)NC(=O)c1nc(-c2ccc(C)cc2)n2c1CCCCC2 (stereo not drawn)	0	27
101	Cc1ccc2[nH]cc(CCN3CC(C(=O)Nc4ccc(Br)cc4)CC3=O)c2c1 (stereo not drawn)	-1	53*
102	C=CCn1c(SCC(=O)Nc2c(C)cccc2CC)nnc1-c1cccc(OC)c1	0	-1
103	O=C(NCc1ccccn1)C1=C2CCCN2c2ccc(F)cc2S1(=O)=O	1	-11
104	CCCNC(=O)C1c2ccccc2CCN1C(=O)C1CC1 (stereo not drawn)	-1	-6

no.	Molecule	Pf apPOL inh	mHTT CaM bind
105	COc1ccc(CCNC(=O)c2cccc(C(=O)NCCc3ccc(OC)cc3)c2)cc1	2	-3
106	CC(C)c1cc(C2CCCN2C(=O)Nc2ccc3c(c2)OCCO3)on1 (stereo not drawn)	2	5
107	Cc1cc(O)c(CN2CCCC2)c2c1C(=O)C(=Cc1ccco1)O2	-1	2
108	CCN(CC)S(=O)(=O)c1ccc2oc(C(=O)NCc3cccnc3)c(C)c2c1	6	14
109	Cc1cc(OCC(=O)Nc2c(C)cccc2C)nc(N2CCCC2)n1	0	0
110	CS(=O)(=O)n1nnc2ccccc21	-5	1
111	NC(=S)Nc1ccc(C(F)(F)F)cc1Cl	-6	·

14 compounds out of the list, sorted by number of heavy atoms, smallest number first.
no.	Molecule	Pf apPOL inh	mHTT CaM bind
110	CS(=O)(=O)n1nnc2ccccc21	-5	1
111	NC(=S)Nc1ccc(C(F)(F)F)cc1Cl	-6	·
90	CCOc1ccccc1S(=O)(=O)N1CC2CC1C(=O)O2 (stereo not drawn)	-1	-7
104	CCCNC(=O)C1c2ccccc2CCN1C(=O)C1CC1 (stereo not drawn)	-1	-6
97	CCc1ccccc1N1CCN(C(=O)CC(C)(C)C)C(C)C1=O (stereo not drawn)	9	-3
107	Cc1cc(O)c(CN2CCCC2)c2c1C(=O)C(=Cc1ccco1)O2	-1	2
109	Cc1cc(OCC(=O)Nc2c(C)cccc2C)nc(N2CCCC2)n1	0	0
103	O=C(NCc1ccccn1)C1=C2CCCN2c2ccc(F)cc2S1(=O)=O	1	-11
96	COc1ccccc1C(O)Cn1cc(C(=O)NC(C)c2cccnc2)nn1 (stereo not drawn)	-4	-14
108	CCN(CC)S(=O)(=O)c1ccc2oc(C(=O)NCc3cccnc3)c(C)c2c1	6	14
91	COc1ccc(NC(=O)OCCN2CCN(Cc3ccccc3)CCC2=O)cc1	-11	-2
102	C=CCn1c(SCC(=O)Nc2c(C)cccc2CC)nnc1-c1cccc(OC)c1	0	-1
105	COc1ccc(CCNC(=O)c2cccc(C(=O)NCCc3ccc(OC)cc3)c2)cc1	2	-3
95	COc1cc(OC)c2ccc(=O)oc2c1C(CC(=O)N1CCN(c2ccccc2)CC1)c1ccc2c(c1)OCO2 (stereo not drawn)	-4	70*

Screens as filed in PubChem.
